RBX1-CUL1 inh: inhibitors of human ROC1-CUL1 ubiquitin ligase activity; E3 ubiquitin-protein ligase RBX1 (Homo sapiens) + Cullin-1 (Homo sapiens), P62877+Q13616; in vitro K48 di-Ub FRET, acceptor:donor ratio, 45 min; inhibition, % at 10 µM; 0.6% of 140,000 active; AID 1347404, 2020; in the data active means inhibition above about 25%
Target sequence (P62877 whole entry, looked up): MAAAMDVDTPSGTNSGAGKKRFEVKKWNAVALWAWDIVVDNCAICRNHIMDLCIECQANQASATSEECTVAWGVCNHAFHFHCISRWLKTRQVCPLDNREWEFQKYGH
Target sequence (Q13616 whole entry, looked up): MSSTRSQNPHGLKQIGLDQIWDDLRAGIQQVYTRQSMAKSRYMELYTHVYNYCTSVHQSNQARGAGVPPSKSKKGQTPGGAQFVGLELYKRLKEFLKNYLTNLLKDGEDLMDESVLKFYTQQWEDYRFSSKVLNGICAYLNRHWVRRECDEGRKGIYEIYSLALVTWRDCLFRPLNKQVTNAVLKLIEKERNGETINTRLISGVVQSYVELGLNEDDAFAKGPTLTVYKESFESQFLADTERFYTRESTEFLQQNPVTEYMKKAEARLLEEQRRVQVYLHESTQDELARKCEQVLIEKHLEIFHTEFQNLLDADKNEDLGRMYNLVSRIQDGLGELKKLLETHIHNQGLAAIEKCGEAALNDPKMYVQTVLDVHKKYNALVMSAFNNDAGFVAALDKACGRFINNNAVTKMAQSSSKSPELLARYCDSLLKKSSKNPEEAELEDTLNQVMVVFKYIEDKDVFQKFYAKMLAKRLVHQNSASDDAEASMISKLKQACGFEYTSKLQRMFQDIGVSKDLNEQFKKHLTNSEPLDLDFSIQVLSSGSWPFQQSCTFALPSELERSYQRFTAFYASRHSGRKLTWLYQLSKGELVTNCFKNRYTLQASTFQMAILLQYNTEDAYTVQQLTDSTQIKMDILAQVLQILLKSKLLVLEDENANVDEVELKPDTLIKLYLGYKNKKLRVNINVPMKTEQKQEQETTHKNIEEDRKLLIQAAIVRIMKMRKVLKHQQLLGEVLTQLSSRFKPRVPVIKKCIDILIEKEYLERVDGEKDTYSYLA
Active calls of the source: *. The list is partial, so the mix of outcomes need not match the whole.

structure	RBX1-CUL1 inh
C/C(=N/NC(=O)c1ccc(Cn2cc([N+](=O)[O-])cn2)o1)c1cccc(NC(=O)c2ccc(Cl)s2)c1	-9
CCCCc1nn2c(=O)cc(COC(=O)C3CCCCC3)nc2s1	-1
Cc1cc(-n2cccc2)ccc1Cl	-2
O=C(O)c1ccccc1Sc1ccc2c(c1)CCCC2	-1
COc1ccc2sc(N(Cc3cccnc3)C(=O)c3cccs3)nc2c1	-1
CCc1nnc(NC(=O)N2CCc3[nH]cnc3C2c2ccncc2)s1 (stereo unspecified)	10
CCCCOC(=O)c1ccc(NC(=O)c2cc3c(=O)n4cccc(C)c4nc3s2)cc1	-2
CCCOC(=O)c1c(-c2ccc(-c3ccccc3)cc2)csc1NC(=O)C1CCCO1 (stereo unspecified)	-7

Sorted by heavy-atom count (rising): part of the list above
structure	RBX1-CUL1 inh
Cc1cc(-n2cccc2)ccc1Cl	-2
O=C(O)c1ccccc1Sc1ccc2c(c1)CCCC2	-1
CCCCc1nn2c(=O)cc(COC(=O)C3CCCCC3)nc2s1	-1
COc1ccc2sc(N(Cc3cccnc3)C(=O)c3cccs3)nc2c1	-1
C/C(=N/NC(=O)c1ccc(Cn2cc([N+](=O)[O-])cn2)o1)c1cccc(NC(=O)c2ccc(Cl)s2)c1	-9

Further entries follow:
structure	RBX1-CUL1 inh
N#Cc1cc2c(nc1SCC(N)=O)CCCC2	-1
CSc1ccc(C2NC(=S)N=C(C)C2C(=O)OCc2ccccc2)cc1 (stereo unspecified)	-5
COc1ccc(CCN2C(=O)N(c3ccc(C)cc3)C(=O)C2CC(=O)Nc2ccc(F)cc2)cc1 (stereo unspecified)	-7
COc1ccc(/C=C/C(=O)O)cc1S(=O)(=O)NCCO	7
Cc1ccccc1CS(=O)(=O)Nc1ccccc1	6
CCC(=O)N[C@@H]1c2ccccc2C2(CCN(Cc3ccc(CO)o3)CC2)[C@H]1OCCOC	8
COC(=O)c1ccc(Cn2c(=O)cc(C(F)(F)F)c3c(C)nn(C)c32)cc1	-3
O=C1CCCCCCCCCCC1C(=O)Nc1ccccc1 (stereo unspecified)	-5

Arranged by value in RBX1-CUL1 inh (rising): 3 from the list above
canonical_smiles	RBX1-CUL1 inh
COc1ccc(CCN2C(=O)N(c3ccc(C)cc3)C(=O)C2CC(=O)Nc2ccc(F)cc2)cc1 (stereo unspecified)	-7
O=C1CCCCCCCCCCC1C(=O)Nc1ccccc1 (stereo unspecified)	-5
CCC(=O)N[C@@H]1c2ccccc2C2(CCN(Cc3ccc(CO)o3)CC2)[C@H]1OCCOC	8

More compounds.
structure	RBX1-CUL1 inh
COc1ccc(-c2nnc(-c3cccc(F)c3)o2)cc1OC	-2
CC(C)(O)C(=O)NN(Cc1ccccc1)c1ccccc1	-2
COc1cc2nc(-c3cc4c(c(OC)c3)OCCN(C(=O)c3cccs3)C4)cc(C)c2cc1OC	7
Cc1ccc(Cc2cn3cc(-c4ccccc4)nc3s2)cc1	-10
FC(F)(F)C1(C(F)(F)F)N=C(Cc2ccccc2)NC(c2ccccc2)=N1	2
CCOC(=O)C1=Cn2ccnc2C(C(=O)c2ccccc2)C1=O (stereo unspecified)	-1
Cc1ccc(-c2nnc(Nc3ccc(Cl)cc3)c3ccccc23)cc1S(=O)(=O)NCc1ccccn1	-8
Cc1cc(C)cc(OCC(=O)Nc2c(C)ccc3nsnc23)c1	-3
CCOC(=O)c1c(-c2ccccc2Cl)csc1NC(=O)CSc1nnc2cc(C)c3ccccc3n12	8
Cc1cnc(NCCCn2nnc3ccccc32)nc1-c1ccnn1C	-3
O=C(NC1(C(F)(F)F)NC(=O)N(CCc2ccccc2)C1=O)c1ccco1 (stereo unspecified)	3
Cc1ccc2c(c1)CN(CC(=O)NCCCn1cccn1)CC(c1ccsc1)O2 (stereo unspecified)	2
COc1ccc(C2c3c(cc(C)oc3=O)OC(=N)C2C#N)cc1 (stereo unspecified)	4
COc1ccc([C@H]2[C@@H]3CN(Cc4ccccc4)CC=C3C(C#N)C(=N)C2(C#N)C#N)cc1 (stereo partly specified)	-12
CN(C)S(=O)(=O)N1CCC(C(=O)Nc2cc(C(F)(F)F)ccc2Cl)CC1	1
COC(C)(C)CNC(=O)c1csc2nc(-c3ccc(Cl)cc3)cn12	4
CCCC1N=C2c3ccccc3N=C(SCC(=O)NCCc3ccc(Cl)cc3)N2C1=O (stereo unspecified)	-3
CCN1CCN(C(=S)c2ccc(Cl)c(Cl)c2)CC1	5
Cc1nn(Cc2n[nH]c(=S)n2-c2ccccc2)c(C)c1Br	1
Cc1ccc(CNS(=O)(=O)c2cc(Cl)ccc2Cl)cc1	0
Cc1cccc(-c2cnc(-c3ccncc3)nc2C2CCN(C(=O)c3ccc4[nH]ccc4c3)CC2)c1	-1
O=C(Cc1cccnc1)N1CCCC(Nc2ccc(F)c(F)c2)C1 (stereo unspecified)	-4
CN1CCC(N2CCCC(NC(=O)CCN3Cc4ccccc4C3=O)C2)CC1 (stereo unspecified)	-2
O=C(COCc1cc(-c2ccc3c(c2)OCO3)on1)Nc1cc(Cl)ccc1O	-2
CN(C)S(=O)(=O)N1CCC(C(=O)Nc2ccc(Cl)cc2C(F)(F)F)CC1	7
COc1ccc(C2C(=O)c3ccccc3C2=Nc2ccc(C)cc2C)cc1 (stereo unspecified)	7
CCCN1CCC(=NNC(=O)c2ccc(Br)o2)CC1	2
Cc1cccc(C(=O)Nc2ccc(Cl)c([N+](=O)[O-])c2)c1	-5
Cc1ccc(OCCSc2ccc(C)cc2)cc1	1
C=C(C)CC1NC2CC(C)(C)C1c1c(Br)ccc(Br)c12 (stereo unspecified)	3
Cn1c(NCc2ccccc2F)nc2ccccc21	4
S=C(NCCC1=CCCCC1)Nc1ccc(Cl)cc1	0
CCCCS(=O)(=O)Nc1ccc(C(C)CC)cc1 (stereo unspecified)	2
CC(c1ccc(C(C)(C)C)cc1)C(C)c1ccc(C(C)(C)C)cc1 (stereo unspecified)	-1
O=C(NCCCc1nc2ccccc2n1Cc1ccccc1Cl)c1ccco1	-9
O=S1(=O)Cc2ccccc2C(Br)c2ccccc21 (stereo unspecified)	0
Cc1ccc(C2CC(C(F)(F)F)n3ncc(C(=O)N4CCCCC4)c3N2)cc1 (stereo unspecified)	-18
COc1cccc(CNC(=O)CN2C(=O)COc3ccc(S(=O)(=O)Nc4ccccc4)cc32)c1	-5
Cn1cc(C2C(=O)NC(c3ccccc3)=NN2C(=O)c2ccccc2)c2ccccc21 (stereo unspecified)	-5
CCOc1ccccc1NC(=O)c1nnn(CC(=O)Nc2ccccc2CC)c1N	-5
CN(C)c1cnn(CC(=O)N(Cc2ccco2)Cc2cccs2)c(=O)c1	-3
CCCN(Cc1cccs1)C(=O)Nc1ccc(Br)cc1F	-1
Cn1cc(Cl)c(-c2n[nH]c(=S)n2-c2ccc(F)cc2)n1	-1
CCN(C(=O)Cn1c(=O)oc2cc(S(=O)(=O)N3CCCCCC3)ccc21)c1cccc(C)c1	-13
CCCC(=O)NC(=S)Nc1ccc2ccccc2c1	-4
COc1ccc(-c2[nH]nc3nc(-c4cc(OC)c(OC)c(OC)c4)cc(C(=O)O)c23)cc1	-1
COc1ccc(C=C2C(=O)N(c3ccccc3C)C(=O)N(c3ccccc3C)C2=O)cc1OC	-2
COc1ccc(OCC(O)CN2CCC(O)CC2)c(CN(C)Cc2ccn[nH]2)c1 (stereo unspecified)	16

Filtered by structure: the compounds so far containing bromine (five)
structure	RBX1-CUL1 inh
Cc1nn(Cc2n[nH]c(=S)n2-c2ccccc2)c(C)c1Br	1
CCCN1CCC(=NNC(=O)c2ccc(Br)o2)CC1	2
C=C(C)CC1NC2CC(C)(C)C1c1c(Br)ccc(Br)c12 (stereo unspecified)	3
O=S1(=O)Cc2ccccc2C(Br)c2ccccc21 (stereo unspecified)	0
CCCN(Cc1cccs1)C(=O)Nc1ccc(Br)cc1F	-1

(further entries)
structure	RBX1-CUL1 inh
C(=C\c1cccnc1)/c1ccc(/C=C/c2cccnc2)cc1	0
CCOC(=O)c1c2c(n(Cc3ccccc3)c1C)C(=O)c1ccc(Br)cc1-2	2
Cc1cc(OCC(=O)O)cc(C)c1[N+](=O)[O-]	-9
CCOc1ccccc1CNC(=O)c1c(C)oc2ncnc(N3CCOCC3)c12	7
O=C(O)COc1ccc(Br)cc1Cl	-3
COc1ccc(N2CCN(C(=O)C3CCN(Cc4ccccc4Cl)CC3)CC2)cc1	3
CCN(Cc1nccn1C)c1ccc(-c2nc(COC)no2)cn1	3
COc1ccc(-n2c(SCC#N)nc3ccccc3c2=O)cc1	-1
CC(NS(=O)(=O)c1ccccc1)C(=O)Nc1ccccc1Sc1ccccc1 (stereo unspecified)	4
c1ccc(CC2CCN(c3nc(-c4ccccc4)cs3)CC2)cc1	1
CN(C)c1ccc(C(=N/N=c2/sc3ccccc3n2C)c2ccc(N(C)C)cc2)cc1	1
O=C(c1cc(S(=O)(=O)N2CCCC2)c[nH]1)N1CCN(c2cccc(Cl)c2)CC1	2
CC(C)(C)c1cc(C(=O)N/N=C/c2ccco2)n(-c2ccccc2)n1	10
COc1ccc(CN(C(=O)c2cccc(OC)c2)C2CCS(=O)(=O)C2)cc1 (stereo unspecified)	2
Cc1cccc(C2NC(=O)c3c(sc4c3CCN(C)C4)N2)c1O (stereo unspecified)	3
Cc1ccc(NC(=O)CSCC(=O)N2CCOCC2)cc1	0
Cc1c(N2C(=O)c3ccccc3C2=O)cccc1[N+](=O)[O-]	2
COC(=O)Cc1c(C)c2cc3c(c(C)c2oc1=O)OCN(CCc1ccc(F)cc1)C3	-4
Cc1nnc(-c2ccco2)c2cn(-c3cccc(Br)c3)nc12	-2
Cc1ccc(/C=C/C(=O)Nc2nc(-c3cccs3)ns2)cc1	2
Cc1ccc(-n2ncc(C(=O)N3CCN(C4CCCCC4)CC3)c2C2CCN(C(=O)OC(C)(C)C)CC2)cc1	2
CCOC(=O)c1ccc(OCC)cc1[N+](=O)[O-]	-8
COc1ccc(-c2noc(CSc3nc4ccc(C)cc4[nH]3)n2)cc1	-8
CCc1ccc(CN(C)c2nncc(-c3cccc(F)c3)n2)cc1	9
CN(Cc1ccc(-n2cccn2)cc1)C(=O)c1cc2nc(-c3ccc(Cl)cc3)cc(C(F)(F)F)n2n1	-3
CC1=NC(=S)NC(c2cccc(Cl)c2)C1C(=O)Nc1cccc(Cl)c1 (stereo unspecified)	1
COc1ccc(NC(=O)CCNS(=O)(=O)c2cccc3nonc23)cc1	-8
COc1cccc(N2C(=O)CN(CCC(C)C)CC2C)c1 (stereo unspecified)	16
CCC(Sc1nc2c(sc3ccccc32)c(=O)n1CCCC(=O)NC1CCCC1)C(=O)Nc1cccc(OC)c1 (stereo unspecified)	1
Cc1nc2c(c(C)c1CCC(=O)NCc1ccc(Cl)cc1)c(=O)n(C)c(=O)n2C	-2
Cc1c(CNCc2cccnc2Oc2ccccc2F)cnn1C	-6
Cc1ccc(N2C(=S)N(C(=O)c3ccccc3)CC2(O)c2ccccc2)cc1 (stereo unspecified)	-5
Cc1ccc(C(=O)NCC(c2cccs2)S(=O)(=O)c2cccs2)cc1 (stereo unspecified)	-8
COc1ccc2c(c1)CC(C(=O)NCCCN1CCN(c3ccc(F)cc3)CC1)CO2 (stereo unspecified)	7
COc1ccc(-c2cc(-c3ccccc3)cc(-c3ccc(C)cc3)n2)cc1	3
CC1CCCC(C)N1S(=O)(=O)c1ccc([N+](=O)[O-])cc1 (stereo unspecified)	-2
CC(NC(=O)c1ccccc1NC(=O)CCSc1ccc(Cl)cc1)c1ccccc1 (stereo unspecified)	8
Cc1nc(NC(=O)/C=C/c2ccc3c(c2)OCO3)sc1C(=O)N(C)C	1
CCC1CN(C(=O)N2CCC(C(=O)NCc3ccc(C)o3)CC2)c2ccccc2O1 (stereo unspecified)	4
CCc1ccccc1NC(=O)C1CCCN(S(=O)(=O)CC)C1 (stereo unspecified)	10
Cc1ccc(-c2cc(-c3ccccc3Cl)c3c(N)c(C(=O)Nc4c(C)cc(C)cc4C)sc3n2)cc1	9
CC(C)(C)c1ccc(C2CC2C(=O)N/N=C\c2c(F)c(F)c(F)c(F)c2F)cc1 (stereo unspecified)	-2
CCOc1ccc(N2CC(C(=O)N3CCCC3)CC2=O)cc1 (stereo unspecified)	-1
CCn1cc(Br)c(C(=O)N2CCN(c3ccccc3)CC2)n1	-1
COc1ccc([N+](=O)[O-])cc1NC(=O)c1cccc([N+](=O)[O-])c1C	1
COc1ccc(N=C2SC(=NNc3ccccc3)SC2=Nc2ccc(OC)cc2)cc1	-19
CC1C(c2ccc(Cl)cc2)NC(c2ccc(Cl)cc2)C(C)C1(C)O (stereo unspecified)	4
Cc1sc(NC(=O)C(F)(F)F)c(C(=O)OC(C)C)c1-c1ccccc1	-3
COc1ccc(N2CCN(c3nc4ccc(C)cc4n4nnnc34)CC2)cc1	-11
CNc1nc(OC(C(F)(F)F)C(F)(F)F)nc(N2CCOCC2)n1	-4
COC(=O)c1c(C)nn(-c2cc(Oc3ccccc3)ncn2)c1N	0
CCC(=O)Nc1cc(OC)ccc1OC	12
COc1cccc(C(=O)NC(NC(=S)Nc2ccccc2OC)C(Cl)(Cl)Cl)c1 (stereo unspecified)	-2
CCCCCc1ccc(-c2ccc(C34CCC(CC)(CC3)CC4)cc2)nc1	-3
CC(C)C(=O)NC(c1ccc2c(c1)OCO2)c1cc(Cl)c2cccnc2c1O (stereo unspecified)	-7
